# IMPase cell inh: qHTS Assay for Identifying the Cell-Membrane Permeable IMPase Inhibitors. Inositol monophosphatase 1 (Rattus norvegicus), P97697. CHO-M1 cells, IP1 accumulation, HTRF TR-FRET ratio. inhibition (IP1 accumulation), % at 46.1 µM. 120,000 tested, under 10 active. AID 901, 2007; active = well fitted curve in the direction sought with a large enough effect in the signal ratio, not every such curve was filed as active; inconclusive = small, poorly fitted or top-dose-only effect, or a change in a side signal; inactive = no such curve, though single readings can be large or run the other way; the % refers to the signal ratio;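 note: cells stimulated with carbachol in lithium chloride buffer; plate controls were DMSO basal wells for no effect and reference inhibitor wells for full effect; higher means more IMPase inhibition seen as more IP1 and lower FRET ratio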
# Target sequence (P97697 whole entry, looked up): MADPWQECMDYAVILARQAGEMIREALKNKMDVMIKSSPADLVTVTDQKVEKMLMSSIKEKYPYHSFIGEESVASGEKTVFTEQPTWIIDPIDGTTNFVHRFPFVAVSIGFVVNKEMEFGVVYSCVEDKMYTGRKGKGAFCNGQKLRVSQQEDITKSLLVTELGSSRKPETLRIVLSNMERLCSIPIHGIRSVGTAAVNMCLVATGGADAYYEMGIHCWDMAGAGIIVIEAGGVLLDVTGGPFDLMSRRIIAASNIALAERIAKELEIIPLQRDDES
#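 In this qHTS, compounds (final up to 46 uM) act on CHO-M1 cells that are then activated through the M1 receptor with carbachol, in pH 7.4 buffer containing 50 mM LiCl, for 30 min. IP1 accumulation is quantified by the IP-One immunoassay.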
# PNC assembly inh: High Content Assay for Compounds that inhibit the Assembly of the Perinucleolar Compartment; PC3M PTB-GFP, PNC prevalence imaging, 16 h; hits give low values; AID 2417, 2010; activity change (PNC), negative = inhibition, % at 10 µM; hit rate 3.1% among 140,000;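 active = readout at or below -70, meaning at least 70% loss of cells showing the perinucleolar compartment, a nuclear body marking cancer cells; inconclusive = readout between -30 and a set limit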;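 note: plate controls were DMSO wells for no effect and camptothecin positive control wells for full effect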
#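 Compounds are pinned in duplicate onto adhered PC3M cells stably expressing GFP-tagged PTB and incubated 16 h at 37 C. Cells are then fixed, nuclei stained with Hoechst, and PNC-positive cells counted.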
# 12-hLO inh: qHTS Assay for Inhibitors of 12-hLO (12-human lipoxygenase) | Polyunsaturated fatty acid lipoxygenase ALOX12 (Homo sapiens), P18054 | purified 12-hLO, xylenol orange hydroperoxide absorbance | Potency, µM (doses to about 57.1 µM), inactives show top-dose activity change, negative = inhibition, hits mostly inhibitors | hit rate 0.12% among 150,000; note: potency is the fitted concentration of half-maximal effect; nearly all actives have a fitted effect of over 55% in size; many of its hits are not listed in these tables
# Target sequence (P18054 whole entry, looked up): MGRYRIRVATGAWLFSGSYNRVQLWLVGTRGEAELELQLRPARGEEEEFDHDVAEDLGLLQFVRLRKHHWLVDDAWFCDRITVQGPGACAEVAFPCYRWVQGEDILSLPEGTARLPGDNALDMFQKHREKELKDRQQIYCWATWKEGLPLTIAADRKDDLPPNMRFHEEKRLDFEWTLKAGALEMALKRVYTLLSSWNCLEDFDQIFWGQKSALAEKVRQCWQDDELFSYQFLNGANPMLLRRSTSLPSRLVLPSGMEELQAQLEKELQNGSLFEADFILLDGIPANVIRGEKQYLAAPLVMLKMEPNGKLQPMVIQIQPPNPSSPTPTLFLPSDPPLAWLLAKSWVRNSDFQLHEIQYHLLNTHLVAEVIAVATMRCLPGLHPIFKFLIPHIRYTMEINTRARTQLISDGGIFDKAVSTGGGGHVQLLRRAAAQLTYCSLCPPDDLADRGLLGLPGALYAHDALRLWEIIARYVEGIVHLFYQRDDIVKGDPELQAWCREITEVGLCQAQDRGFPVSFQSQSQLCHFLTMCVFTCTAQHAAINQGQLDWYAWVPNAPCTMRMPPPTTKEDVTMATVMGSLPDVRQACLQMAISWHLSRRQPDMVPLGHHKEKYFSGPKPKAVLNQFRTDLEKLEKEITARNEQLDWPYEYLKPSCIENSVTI
#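 Lipoxygenase turnover measured by absorbance at 573 and 405 nm after Fe-XO development. Human 12hLO 150 nM, arachidonate 40 uM, pH 7.0 Hepes buffer with detergent; 15 min compound preincubation, 30 min reaction.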
# 15-hLO-2 inh: qHTS Assay for Inhibitors of 15-hLO-2 (15-human lipoxygenase 2); Polyunsaturated fatty acid lipoxygenase ALOX15B (Homo sapiens), O15296; purified 15hLO-2, xylenol orange hydroperoxide absorbance; Potency, µM (titrated, usually from 57.1 µM), without a hit: at the highest dose activity change, negative = inhibition, actives largely listed as inhibitors; hit rate 0.56% among 110,000; AID 881, 2007; note: potency is the fitted concentration of half-maximal effect; nearly all actives have a fitted effect of over 60% in size; many of its hits are not listed in these tables
#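 Read-out: hydroperoxide product oxidises ferrous iron, measured as xylenol orange complex via the 573-to-405 nm absorbance ratio after 30 min. Reaction: 50 nM enzyme, 15 min compound preincubation, 45 uM arachidonic acid, 90 min RT, Hepes pH 7.5 with Triton X-100.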
# * = called active by the depositor; ? = inconclusive; / = not tested or not shown; [ ] = remark or other dose. Unless noted, calls come from the whole dose curve; as a rule, active = well fitted curve in the direction sought with a large enough effect; inconclusive = small, poorly fitted or top-dose-only effect, or another doubt; inactive = no such curve, though single readings can be large; an effect the other way counts as inactive or inconclusive. Unless noted, % is set by controls: 0 for no effect and ±100 for the full control effect.
SMILES,IMPase cell inh,PNC assembly inh,12-hLO inh,15-hLO-2 inh
c1ccc(N2CCN(c3nc(-c4ccccn4)nc4ccccc34)CC2)cc1,13,-18,-4%,62%[activator]
O=C1c2ccccc2C(=O)N1Cc1nc2ccccc2c(=O)n1CCCN1CCOCC1,6,15,-3%,26%
CCOC(=O)C1CCN(c2c(N3CCCC(C(=O)OCC)C3)c(=O)c2=O)CC1 (stereo not drawn),-2,27,0%,/
COc1cc(/C=N/OCC(=O)NC2CCCCC2C)ccc1OCc1ccc(Cl)cc1 (stereo not drawn),/,6,1%,/
CCC1(C)Cc2c(sc3[nH]c(=O)[nH]c(=O)c23)CS1 (stereo not drawn),-7,-13,-2%,-19%
Cc1cc2c(c(=O)o1)C(CC(C)C)C(C#N)=C(N)O2 (stereo not drawn),-17,15,-12%,-10%
Cc1cc(C)cc(-n2c(O)c(C=NC3CCS(=O)(=O)C3)c3ccccc3c2=O)c1 (stereo not drawn),-1,-9,8%,-9%
O=C1CC(c2nc3ccccc3[nH]2)CN1c1cccc(C(F)(F)F)c1 (stereo not drawn),/,7,2%,/
CC(=O)Cn1cnc2sc(-c3ccccc3)cc2c1=O,0,11,-4%,4%
CC1(C)[C@@H]2CC[C@@](C)(C2)[C@H]1OC(=O)c1ccccc1C(=O)O,/,/,3%[11.4 µM],-4%[11.4 µM]
N/C(=N\OC(=O)Cc1ccc(Cl)cc1)c1cccnc1,3,?,-3%,-5%
CCC(C)Oc1cccc(C(=O)Nc2ccccc2N2CCOCC2)c1 (stereo not drawn),11,-87*,2%,-3%
CCOC(=O)N1CCC(N(CCN(C)C)C(=S)Nc2cc(C)ccc2C)CC1,8,15,-2%,/
O=C(O)C1CC=CCC1C(=O)N1CCN(c2nc(-c3ccccc3Cl)c3cc(Br)ccc3n2)CC1 (stereo not drawn),?,-5,-11%,10%
CC(C)(C)c1cc(C(F)(F)F)nc(SCCCNC(=O)c2ccco2)n1,4,-30,-1%,2%
CC(Cc1ccccc1)NC(=O)CSc1nc2nc3c(cc2c(=O)n1-c1ccccc1)COC(C)(C)C3 (stereo not drawn),8,-22,-1%,-4%
COc1ccc(/C=C/c2nnc(NC(=O)COc3ccc(C)cc3)s2)cc1,6,-10,-3%,/
Cc1cccc(C(=O)N2CCC(=O)N(C(COCc3ccccc3)Cc3ccccc3)CC2)c1 (stereo not drawn),/,48,-3%,/
CC1(C)CC(=O)C=C(NC2=CC3OC(c4ccccc4)OCC3OC2=O)C1 (stereo not drawn),/,8,6%,/
COC(=O)c1cn(NC(=O)c2ccc(F)cc2)c(=O)c2ccccc12,6,46,-3%,3%
CC(=O)[C@H](CC(C)C)NC(=O)[C@@H](CC(C)C)NC(=O)[C@H](CC(C)C)NC(=O)OCc1ccccc1,3,/,-2%,-9%
CN(C)c1ccc(/C=N/NC(=O)c2ccc(Cn3cc(Br)cn3)o2)cc1,/,?,-5%,/
CCOC(=O)c1nnn(-c2ccc(OC)cc2)c1N,9,41,3%,/
CCCn1c(=O)c2ccccc2n2c(SCCOc3ccc(OC)cc3)nnc12,16,-2,-10%,-5%
O=C(COc1ccc2ccccc2c1)NNC(=O)c1cccs1,/,?,7%,/
# Later entries
SMILES,IMPase cell inh,PNC assembly inh,12-hLO inh,15-hLO-2 inh
Cn1c(Cc2cccc3ccccc23)nnc1SCc1ccc([N+](=O)[O-])cc1,-6,5,-4%,/
O=C(CSc1nnc(-c2ccccc2)n1-c1ccccc1)N1c2ccccc2Sc2ccccc21,-5,?,2%,1%
C=C(C)Cn1c(CCn2c3ccccc3c3ccccc32)n[nH]c1=S,/,16,-10%,/
Oc1c(C(Nc2ccccn2)c2ccccn2)ccc2cccnc12 (stereo not drawn),5,-26,-24%,13%
COC(=O)[C@H](CCCN=C(N)N)NC(=O)CCCc1c(-c2ccccc2)[nH]c2c(F)cc(F)cc12,/,/,1%[0.00818 µM],53%[activator][0.0915 µM]
Cc1cc(NC(=O)/C=C/c2ccc(Cl)cc2)no1,/,-26,4%,/
CC1=C(/C=C/C(C)=C/C=C/C(C)=C/C=C/C=C(C)/C=C/C=C(C)/C=C/C2=C(C)CCCC2(C)C)C(C)(C)CCC1,/,/,-1%,-1%
COc1cccc2c(=O)n(CC(=O)NC3CCCCC3)ccc12,-3,57,-2%,1%
CCCSc1nnc(NC(=O)c2sc3nc(-c4cccs4)ccc3c2N)s1,?,-10,1%,?
CCNc1nc(NC(C)(C)C)nc(N(CC)n2cnnc2)n1,3,-1,-1%,-1%
COC(=O)c1ccc(CN(c2ccccc2OC)S(=O)(=O)c2cccs2)o1,-5,-3,-2%,3%[2.29 µM]
Cc1ccc(CNC(=O)C2CCN(S(=O)(=O)c3ccc4c(c3)OCCCO4)CC2)cc1,15,24,-5%,/
O=C(NCCCN1CCN(Cc2ccccc2)CC1)C1CCN(c2nnc(-n3cccc3)s2)CC1,15,12,4%,34%[activator]
COc1ccc(-c2csc(N3C(=O)C4C5c6ccccc6C(c6ccccc65)C4C3=O)n2)cc1 (stereo not drawn),12,27,-4%,/
O=C(CSc1nnc(-c2cccnc2)n1Cc1ccco1)N1CCc2ccccc21,-2,?,-3%,3%
O=C(COC(=O)c1c[nH]c(=O)[nH]c1=O)NCc1ccccc1,7,-24,1%,-3%
CCOc1ccc(CCNC(=O)c2cccnc2N2CCCC2)cc1OCC,11,25,-3%,/
Cc1cc(C)c2[nH]c(=O)c(CN(Cc3cccs3)C(=S)NCC3CCCO3)cc2c1 (stereo not drawn),/,57,0%,/
O=S(=O)(Nc1ccc(N2CCCCC2)cc1)c1ccccc1,/,-4,1%,/
CCC1CCCCN1C(=O)CSc1nnc(-c2cccs2)o1 (stereo not drawn),-12,-15,-2%,6%
COc1nc(Nc2ccc(O)cc2)nc(OC(C(F)(F)F)C(F)(F)F)n1,6,-12,-7%,-4%
Cc1cccc(OCCCC(=O)NCc2ccco2)c1,5,72,4%,4%
O=C(NCCc1ccc(Cl)cc1)C1CCN(S(=O)(=O)c2cccs2)CC1,4,25,2%,1%
c1cncc(-c2nn3c(Cn4cnc5ccccc54)nnc3s2)c1,6,-28,3%,4%
O=C(Nc1ccc2c(c1)nc1n2CCSC1)c1ccco1,2,33,-7%,22%
# The list goes on.
SMILES,IMPase cell inh,PNC assembly inh,12-hLO inh,15-hLO-2 inh
Cc1cc(N2CCC(N(C)C3CCCC3)CC2)nc2cc(O)ccc12,8,11,7%,9%
Cn1c(Cn2nnc3ccccc32)nnc1SCC(N)=O,-9,1,-2%,-5%
CCCc1c(O)c2ccccc2[nH]c1=O,-2,-9,-2%,6%
Cc1cc(C(=O)CSc2nnc(N)s2)c(C)n1CCc1ccc(F)cc1,6,-26,-3%,-2%
CCOC(=O)N1CCN(C(=O)c2ccc(CS(=O)(=O)c3ccccc3OC)o2)CC1,5,-27,-4%,-2%
C=CCn1c(SCCC(=O)O)nnc1-c1cccs1,2,38,0%,/
CCCc1cc(-c2n[nH]c(C(=O)OCC)c2-c2cscn2)c(O)cc1O,-8,35,-5%,-9%
CC1(C)NC(=O)N(c2ccc([N+](=O)[O-])c(C(F)(F)F)c2)C1=O,8,/,?,10%
COc1cc(-c2ccc(N=C=O)c(OC)c2)ccc1N=C=O,/,/,1%,-28%
CCOc1ccc(CNc2ccc(N3CCCC3)cc2)cc1,26,14,-29%,5µM*
CCC(C)(C)n1nnnc1C(c1cc2ccc(OC)cc2[nH]c1=O)N1CCN(C2CCCCC2)CC1 (stereo not drawn),2,?,-2%,23%
CCC(CC)c1nnc(NC(=O)c2ccc([N+](=O)[O-])cc2)s1,/,?,0%,/
CCCc1cc(O)c2c(C)cc(=O)oc2c1,-11,440,-8%,/
COCCn1c(SCC(=O)c2ccc(Cl)cc2)nnc1C(C)C,-8,19,-15%,-16%
CC(=O)NC(CCS(C)(=O)=O)C(=O)Nc1cc(C)ccc1C (stereo not drawn),-6,?,-6%,-3%
Cc1cc(C)c2nc(SCC(=O)NCCN3C(=O)CSC3=O)cc(C)c2c1,-23,36,0%,/
Cc1cccc(-n2c(N)cc(=O)nc2SCC(=O)Nc2cc(C)on2)c1,5,14,1%,1%
CC(=O)O[C@H]1C[C@H]2CC[C@@H]3[C@H]4C[C@@H]([N+]5(C)CCCCC5)[C@@H](OC(C)=O)[C@]4(C)CC[C@@H]3[C@@]2(C)C[C@@H]1[N+]1(C)CCCCC1,12,/,-1%,13%
COc1ccccc1-c1nc2n(n1)C(c1cccs1)C(C(=O)Nc1cccnc1)=C(C)N2 (stereo not drawn),-8,?,-1%,1%
O=C(COC(=O)c1ccc(-c2ccccc2)cc1)Nc1ccccc1-c1ccccc1,/,64,0%,/
CCOC(=O)c1ccc(NC(=O)CCNS(=O)(=O)c2ccc3c(c2)oc(=O)n3C)cc1,7,10,2%,-1%
O=C(Nc1c2c(nc3ccccc13)CCCC2)c1ccccc1Cl,?,-28,-5%,/
C=CCn1c(SCC(=O)NC(=O)NCC(C)C)nnc1C1CCCCC1,4,-14,1%,-2%
COC(=O)c1cc(-c2ccccc2)sc1NC(=O)c1cc(C)on1,-2,-12,1%,/
CCOC(=O)Nc1cc(C(=O)OC)cc(C(=O)OC)c1,-8,-8,-2%,-10%

# Arranged by value in 12-hLO inh (falling): four of the compounds above.
SMILES,IMPase cell inh,PNC assembly inh,12-hLO inh,15-hLO-2 inh
COC(=O)c1cc(-c2ccccc2)sc1NC(=O)c1cc(C)on1,-2,-12,1%,/
CCCc1c(O)c2ccccc2[nH]c1=O,-2,-9,-2%,6%
CC(=O)NC(CCS(C)(=O)=O)C(=O)Nc1cc(C)ccc1C (stereo not drawn),-6,?,-6%,-3%
CCOc1ccc(CNc2ccc(N3CCCC3)cc2)cc1,26,14,-29%,5µM*

# (cont.)
SMILES,IMPase cell inh,PNC assembly inh,12-hLO inh,15-hLO-2 inh
COc1cc(C)c(C(C)C)cc1S(=O)(=O)n1ccnc1,7,?,4%,/
CCOc1cc(OCC)cc(C(=O)O)c1,2,36,2%,0%
CCCCCOc1ccc2oc(=O)c3c(c2c1)CCCN3C(=O)CN1CCCC(C(=O)OCC)C1 (stereo not drawn),6,40,4%,19%
Oc1ccccc1N=Cc1ccc[nH]1,1,-7,-20%,-19%
O=C(c1cccnc1)N1CCN(c2c(Cl)cccc2[N+](=O)[O-])CC1,3,54,7%,-18%
CCc1ccc(N(CC(=O)NC2CCCC2)S(=O)(=O)c2c(C)noc2C)cc1,7,?,-2%,-8%
CCN(CC)S(=O)(=O)c1ccc(C(=O)OCCN2C(=O)CCC2=O)cc1,-1,11,0%,1%
O=C(CSc1nnc(Cn2c(=O)sc3ccccc32)n1CCc1ccccc1)N1CCOCC1,2,?,-1%,6%
Cc1ccc(C)c(NC(=O)C2CCC(C)(C(=O)O)C2(C)C)c1 (stereo not drawn),3,2,-2%,-16%
CC(C)Sc1nc(-c2ccccc2)cc(=O)[nH]1,-6,-14,3%,-13%
COc1ccccc1-c1c(C)oc2c(CN3CCN(CCO)CC3)c(O)ccc2c1=O,-9,-10,-3%,-2%
O=C(/C=C\Nc1ccccn1)c1ccc(Cl)cc1,-1,60,-6%,3%
CCCCNC(=O)c1ccc(NC(=O)C2CCCO2)cc1 (stereo not drawn),4,47,9%,0%
COC(=O)c1ccc(/C=N/N2CCN(Cc3ccc(C)cc3C)CC2)cc1,/,31,0%,/

# Random excerpt: two records from the list.
SMILES,IMPase cell inh,PNC assembly inh,12-hLO inh,15-hLO-2 inh
CCOC(=O)C1CCN(c2c(N3CCCC(C(=O)OCC)C3)c(=O)c2=O)CC1 (stereo not drawn),-2,27,0%,/
CC(Cc1ccccc1)NC(=O)CSc1nc2nc3c(cc2c(=O)n1-c1ccccc1)COC(C)(C)C3 (stereo not drawn),8,-22,-1%,-4%

# Compounds as they come. About 3.1% of those tested had a hit in this group.
